Assay outcomes deposited in PubChem by Broad Institute.
SIRT5 inh: sirtuin-5 (human) deacylase inhibition; Q9NXA8; Purified SirT5, succinyl-peptide AMC, trypsin-coupled fluorescence; inhibition, % at 15 µM; hit rate 1.1% among 330,000; in the data active = inhibition above about 15%; inconclusive = no clear call, values can overlap the other calls
Target sequence (Q9NXA8 whole entry, looked up): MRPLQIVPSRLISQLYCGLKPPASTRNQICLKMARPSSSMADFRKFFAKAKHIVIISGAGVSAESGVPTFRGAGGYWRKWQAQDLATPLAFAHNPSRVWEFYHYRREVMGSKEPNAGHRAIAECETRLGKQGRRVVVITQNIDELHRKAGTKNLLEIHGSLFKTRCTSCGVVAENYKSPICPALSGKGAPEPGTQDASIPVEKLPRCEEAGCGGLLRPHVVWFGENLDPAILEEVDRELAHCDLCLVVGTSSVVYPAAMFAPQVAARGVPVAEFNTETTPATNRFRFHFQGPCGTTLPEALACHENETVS
C2C12 statin: protects C2C12 myotubes from simvastatin toxicity | rescue of ATP level, % at 7.49 µM | hit rate 0.78% among 330,000 | ATP luminescence, 48 h; scaled: DMSO 0, geranylgeraniol control 100;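 active = mean ATP rescue above about 67%, or every replicate alone reaching that limit, limit read from the data, passing the limit was not always enough; inconclusive = no clear call, values can overlap the other calls; inactive = mean under the limit and some replicate under it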;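 note: myotubes were challenged with 10 µM simvastatin during compound exposure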
ERp5 block: inhibitors of human ERp5; inhibition, % at 9.99 µM; Q15084; hit rate 0.05% among 350,000; ERp5 insulin aggregation, absorbance 650 nm, 90 min;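 active = mean replicate inhibition above about 25%, with every replicate also reaching it, limit read from the data, passing the limit was not always enough; inconclusive = only one of those two criteria met; inactive = neither criterion met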
Target sequence (Q15084 whole entry, looked up): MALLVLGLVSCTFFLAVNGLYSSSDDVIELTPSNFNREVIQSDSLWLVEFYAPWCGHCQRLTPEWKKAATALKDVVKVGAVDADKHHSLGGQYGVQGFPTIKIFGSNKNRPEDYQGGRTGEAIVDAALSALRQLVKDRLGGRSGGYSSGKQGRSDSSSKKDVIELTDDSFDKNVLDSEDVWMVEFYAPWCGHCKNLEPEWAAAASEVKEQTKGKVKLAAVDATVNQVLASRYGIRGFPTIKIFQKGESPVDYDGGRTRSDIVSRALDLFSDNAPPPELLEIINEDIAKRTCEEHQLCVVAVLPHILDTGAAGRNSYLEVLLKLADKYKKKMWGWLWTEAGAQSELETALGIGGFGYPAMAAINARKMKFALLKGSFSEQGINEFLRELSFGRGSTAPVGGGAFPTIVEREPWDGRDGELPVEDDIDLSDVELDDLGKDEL
miR-122 sensor: miR-122 inhibition in Huh7 cells; activation (reporter increase), % at 12.5 µM; Huh7 miR-122 Renilla luciferase sensor, 48 h; neutral wells = 0, positive control = 100; AID 602342; hit rate 0.3% among 340,000;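 active = mean replicate activation score at least 90 and every replicate individually at or above 90; inconclusive = only one of the two criteria met; inactive = neither criterion met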;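 note: higher luciferase means less miR-122 activity so hits act as miR-122 inhibitors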
Cneo AK release: causes C. neoformans cell lysis | adenylate kinase release luminescence, 4 h; normalised: neutral wells 0, clomiphene wells 100 | hit rate 0.2% among 360,000 | lysis activity, % at 15 µM;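 active = mean lysis activity across replicates of at least 80%, whatever share of replicates individually reach that level; inactive = mean lysis activity below 80%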
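Material: C. neoformans cells | Amount: Yeast cell density of 5 × 10^6 cells/mL | Medium: Fresh YPD growth medium | Dosing: Single dose | Times: Static 4 h at 37 °C with compound, 1 h detection | Detection: AK luminescence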
esBAF inh: SWI/SNF esBAF complex inhibition | mouse ES cells, Bmi1-luciferase knock-in reporter, 24 h; 100% = twice the neutral-well signal | reporter increase, % at 12.5 µM | hit rate 2% among 350,000; in the data active = activation above about 40%; inconclusive = no clear call, values can overlap the other calls;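 note: 0% = median of the plate's neutral control wells and 100% = double that signal; a rise in the Bmi1 reporter signal indicates esBAF inhibition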
ARNT-TACC3 inh: ARNT/TACC3 interaction disruption; Q9Y6A5; AlphaScreen His-ARNT PAS-B/GST-TACC3 binding, luminescence; TACC3 fragment carries E629A point mutation; inhibition, % at 9.99 µM; hit rate 0.66% among 390,000;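 active = mean inhibition of replicates at least 50% and at least half of replicates each reaching 50%; inconclusive = half or more replicates reach 50% but mean below 50%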;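 note: 0% = complete ARNT plus TACC3 wells and 100% = ARNT alone without TACC3; many hits fall short of the cut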
* = called active by the depositor; u = inconclusive; x = no result given; & = joins results of further samples; ! = not active in a repeat; [ ] = dose if it differs, or a comment.

SMILES | SIRT5 inh | C2C12 statin | ERp5 block | miR-122 sensor | Cneo AK release | esBAF inh | ARNT-TACC3 inh
CCCN(CCO)C1CCN(CCc2ccccc2)CC1 | -3 | -9 | 1 | 7 | 1 | -3 | x
O=C(COC(=O)CSc1ccc(F)cc1)NCC1CCCCC1 | 6 | -8 | -1 | -6 | -2 | -4 | -2
Cc1c(C(=O)N2CCCCC2)c(S(=O)(=O)Nc2cccc(Br)c2)c(C)n1C | -6 | 1 | 1 | u | 0 | 0 | 3
C=CCN(CC(=O)NC1CCCC1)C(=O)C(=O)Nc1ccc2c(c1)OCCO2 | -2 | 8 | -3 | 6 | -1 | -11 | x
O=S(=O)(Nc1ccccn1)c1cccs1 | -2 | x | 8 | x | x | x | 3
CCC(CC)c1nnc(NC(=O)CCc2ccc(OC)cc2)s1 | -1 | 9 | 0 | -6 | -1 | -3 | 0
CC(C)CN(Cc1cc2ccccc2[nH]c1=O)C(=O)c1cccnc1 | x | 4 | x | 2 | 0 | 3 | 0
O=C(Nc1cccc2cccnc12)c1csc([C@@H]2O[C@H](CO)[C@H](O)[C@H](O)[C@H]2O)n1 | 1 | -22 | -6 | -4 | 3 | -5 | x
C[C@H]1CN([C@@H](C)CO)C(=O)c2cc(C#CCC3CCCC3)cnc2O[C@@H]1CN(C)CC1CCOCC1 | 4 | 0 | -2 | 15[16.7 µM] | -1 | -11 | 1
C=CCn1c(SCC(=O)NC2CCCCC2)nnc1C(C)NC(=O)c1cccs1 (stereo unspecified) | x | -14 | x | 0 | 2 | -4 | 7
C[C@@H]1CN([C@H](C)CO)C(=O)c2cc(NC(=O)Nc3ccc(F)cc3)ccc2O[C@@H](C)CCCCO[C@H]1CN(C)S(=O)(=O)c1cccs1 | 4&3 | 141*! | 2&3 | -5 | 0&0 | 15&-1 | 14
O=c1cc(CO)oc(C(Nc2cccc(C(F)(F)F)c2)c2ccccn2)c1O (stereo unspecified) | x | 6 | -4 | x | 0 | 0 | x
CC(C)N(C)c1ncnc2c1ncn2[C@H]1CN(C2CCCC2)C[C@@H](CO)O1 | x | -36 | -8 | 3 | -2 | 4 | x
Cc1noc(C)c1NC(=O)Nc1ccc2c(c1)C(=O)N([C@@H](C)CO)C[C@@H](C)[C@@H](CN(C)S(=O)(=O)c1ccc(Cl)cc1)OCCCC[C@@H](C)O2 | 6 | x | -4 | 0[16.7 µM] | 1 | -5 | -5
CO[C@H]1CN(C)C(=O)c2ccc(NC(=O)c3nc4ccccc4s3)cc2OC[C@H](C)N(Cc2cncnc2)C[C@@H]1C | x | 32 | -3 | x | -3 | 21 | 0

Some of the entries so far, with values under each structure:
Every second line gives: SIRT5 inh	C2C12 statin	ERp5 block	miR-122 sensor	Cneo AK release	esBAF inh	ARNT-TACC3 inh
> CC(C)N(C)c1ncnc2c1ncn2[C@H]1CN(C2CCCC2)C[C@@H](CO)O1
 : x	-36	-8	3	-2	4	x
> Cc1noc(C)c1NC(=O)Nc1ccc2c(c1)C(=O)N([C@@H](C)CO)C[C@@H](C)[C@@H](CN(C)S(=O)(=O)c1ccc(Cl)cc1)OCCCC[C@@H](C)O2
 : 6	x	-4	0[16.7 µM]	1	-5	-5

(more compounds)
SMILES | SIRT5 inh | C2C12 statin | ERp5 block | miR-122 sensor | Cneo AK release | esBAF inh | ARNT-TACC3 inh
CCOC(=O)N(C)c1c(CC)nc2c(OCc3ccccc3OC)cccn12 | 1 | -73 | -1 | 3 | -1 | -7 | x
O=C(Cn1c(-c2ccccc2)noc1=O)NCc1ccccc1 | x | 0 | x | x | 1 | -17 | -3
Cc1ccccc1-n1c(SCC(=O)N/N=C/C=C/c2ccccc2[N+](=O)[O-])nc2ccccc2c1=O | -1 | x | 5 | x | x | x | 0
Cn1cnc2nc[nH]c2c1=S | 5 | 75* | -5 | -3 | -2 | x | 0
CCN(C(=O)COC(=O)CC(C)c1ccccc1)c1c(N)n(Cc2ccccc2)c(=O)[nH]c1=O (stereo unspecified) | -3 | 1 | 0 | x | 1 | 0 | 6
O=C(Cn1cnc2c(OCc3ccccc3)ncnc21)NCCCc1ccccc1 | -5 | 20 | 11 | -3 | 1 | 8 | -2
O=c1[nH]c(N2CCN(c3ccccc3)CC2)nc2c1CCC2 | x | -10 | x | -2 | 1 | 13 | -3
N#C[C@H]1N[C@H](CO)[C@H]1c1ccc(-c2cccc(F)c2)cc1 | 4 | -26 | 2 | x | -4 | 8 | 5
COc1ccc(N2CCN(CC(=O)Nc3nc4c(s3)CC(C)CC4)CC2)cc1 (stereo unspecified) | x | -2 | x | -2 | x | -8 | 14
Cc1cccc(N=C2NC(=O)/C(=C/c3cccn3C)S2)c1 | -4 | x | -9 | x | x | x | 0
O=C(Nc1ccnn1C1CCN(C/C=C/c2ccccc2)CC1)c1ccccc1 | 3 | 9 | 1 | -11 | 1 | -1 | 6
Cc1cnc(C(=O)OCC(=O)Nc2cccc(C)c2C)cn1 | -1 | 3 | 2 | -9 | -1 | -3 | -2
CSc1ccccc1OCc1cc(C(=O)N2CCSCC2)no1 | -1 | -1 | 3 | 1 | -2 | 69* | -1
CN(C)C=NC(=O)c1[nH]c2ccc(Cl)cc2c1-c1ccccc1 | -4 | -6 | -1 | 4 | 3 | 3 | 6
C[C@@H](NC(=O)[C@@H]1[C@@H](CO)[C@@H]2Cn3c(cccc3=O)[C@@H]2N1C(=O)C1CC1)c1ccccc1 | 9 | -8 | 2 | 2[16.7 µM] | -2 | 3 | 6

Another view of 4 compounds above.
Order of results: SIRT5 inh	C2C12 statin	ERp5 block	miR-122 sensor	Cneo AK release	esBAF inh	ARNT-TACC3 inh
- Cc1cccc(N=C2NC(=O)/C(=C/c3cccn3C)S2)c1
 : -4	x	-9	x	x	x	0
- O=C(Cn1cnc2c(OCc3ccccc3)ncnc21)NCCCc1ccccc1
 : -5	20	11	-3	1	8	-2
- CCOC(=O)N(C)c1c(CC)nc2c(OCc3ccccc3OC)cccn12
 : 1	-73	-1	3	-1	-7	x
- COc1ccc(N2CCN(CC(=O)Nc3nc4c(s3)CC(C)CC4)CC2)cc1 (stereo unspecified)
 : x	-2	x	-2	x	-8	14

The list continues.
SMILES | SIRT5 inh | C2C12 statin | ERp5 block | miR-122 sensor | Cneo AK release | esBAF inh | ARNT-TACC3 inh
CCc1ccc(NC(=O)C(=O)NCC2CCCO2)cc1 (stereo unspecified) | -2 | x | 4 | x | -5 | x | x
O=c1nc(SCc2ccc(Cl)cc2)nc(-c2ccccc2)[nH]1 | 2 | 2 | -6 | -4 | -1 | -2 | -6
CCCc1[nH]n(-c2ccc(F)cc2)c(=O)c1C=Nc1ccc(C)cc1 | -3 | x | 5 | x | x | x | -5
CCCc1nc2sc3ccccc3c(=O)c2c(=O)n1Cc1ccccc1 | 1 | x | 1 | -2 | 0 | x | -5
Cc1ccccc1CN1CCN(Cc2ccc3cccc(F)c3n2)CC1CCO (stereo unspecified) | 36* | 10 | 1 | 0 | 2 | -7 | 3
O=C(O)C1OC(C(=O)O)C(C(=O)O)C1C(=O)O (stereo unspecified) | 4 | x | -7 | x | x | x | 0
CC(=O)Nc1cccc(NC(=O)C(=O)c2cn(CC(=O)N3CCCCC3)c3ccccc23)c1 | 4 | x | 8 | x | x | x | -3
Cc1cc(C)cc(SCc2noc(C(=O)NCC3CCCO3)c2C(=O)O)c1 (stereo unspecified) | x | 17 | 2 | 1 | 2 | 1 | -6
CC(=C\C(=O)O)/C(=C/c1ccco1)C(=O)O | 7 | x | 0 | x | x | x | -3
COc1cc(-c2noc(-c3cccs3)n2)cc(OC)c1OC | x | 4 | x | 1 | 13 | 24 | 1
CSc1ncccc1C(=O)Nc1cccc(S(=O)(=O)N2CCOCC2)c1 | -5 | -2 | 0 | -8 | -1 | -1 | -4
CC(NC(=O)C1CC1)c1ccc(-c2ccccc2)cc1 (stereo unspecified) | -5 | -4 | 1 | 2 | -3 | 2 | -3
COc1ccc(N2CCN(c3nc4cc(C)ccc4cc3C=O)CC2)cc1 | -2 | 7 | -1 | -10 | -3 | 7 | x
C=CCC1c2cccc(C(=O)O)c2C(=O)N1c1ccc(F)cc1 (stereo unspecified) | x | -38 | x | -3 | -2 | -1 | -3
CC(C)c1ccc(N(C(=O)c2csnn2)C(C(=O)NC2CCCC2)c2cccnc2)cc1 (stereo unspecified) | 7 | -2 | -3 | x | 2 | 4 | 2
C[C@H]1CN([C@@H](C)CO)C(=O)c2cc(N(C)C)ccc2O[C@@H]1CN(C)C(=O)Nc1cccc2ccccc12 | x | 53 | 4 | -1[16.7 µM] | 3 | 6 | x
C[C@@H]1CN([C@@H](C)CO)C(=O)Cc2cc(NC(=O)NC3CCCCC3)ccc2O[C@@H]1CN(C)Cc1ccc2c(c1)OCO2 | 6 | -15 | -4 | -8[16.7 µM] | -3 | -2 | -5
CCC(CO)NC(=O)c1cc2c(s1)CCC2 (stereo unspecified) | x | x | x | 61 | 0 | x | 1
CCC1CCCCN1S(=O)(=O)c1ccc(-n2cnnn2)c(C)c1 (stereo unspecified) | -5 | -13 | 2 | 5 | 0 | -5 | 14
C[C@@H]1CCCCO[C@H](CN(C)C(=O)CCC(F)(F)F)[C@H](C)CN([C@@H](C)CO)C(=O)c2cc(NC(=O)NC3CCCCC3)ccc2O1 | 0 | x | 6 | -2[16.7 µM] | 3 | -6 | -2
O=C(OCn1ncc(Cl)c(Cl)c1=O)c1cccc(C(F)(F)F)c1 | x | -3 | x | -6 | 5 | -3 | -2
O=C(Nc1cccc(Cl)c1)N1CCN2C(=O)c3ccccc3C12c1ccccc1 (stereo unspecified) | x | -15 | x | 18 | 12 | -1 | 0
COc1cc(C2c3c(oc4ccccc4c3=O)C(=O)N2c2ccc(C)cn2)ccc1O (stereo unspecified) | x | -5 | -3 | -2 | 0 | 15 | 2
COc1ccc(OC)c(S(=O)(=O)Nc2cc(C(=O)O)ccc2N2CC3CC(C2)c2cccc(=O)n2C3)c1 (stereo unspecified) | 1 | -6 | 0 | -6 | 1 | 2 | 3
CC(=O)N1CSCC1C(=O)NNS(=O)(=O)c1ccccc1 (stereo unspecified) | -4 | x | 3 | -5 | -2 | x | x
Cc1ccc(C)c(NC(=O)COc2cccc3c2CCN(Cc2ccccc2)C3=O)c1 | 3 | x | 3 | 1 | -2 | x | -21
O=C(c1ccc(S(=O)(=O)N2CCOCC2)cc1)N1CCN(c2ccc(F)cc2)CC1 | x | -6 | x | -9 | 0 | 6 | 1
C[C@@H]1CN([C@@H](C)CO)C(=O)c2cccc(NS(=O)(=O)c3ccc(F)cc3)c2O[C@H]1CN(C)S(=O)(=O)c1cccs1 | -1 | -2 | 2 | -18[16.7 µM] | 1 | -4 | 1
CCOC(=O)C1=C(COC(=O)/C=C/c2ccc(OC)cc2)NC(=O)NC1C (stereo unspecified) | 0 | -11 | -4 | -3 | 1 | -7 | -8
Cc1ccc(N=Cc2c(O)c3ccccc3oc2=O)c(C)c1 | 2 | 27 | 1 | x | -3 | 1 | -3
CC1Sc2ccc(C(=O)Nc3cc(S(C)(=O)=O)ccc3Cl)cc2NC1=O (stereo unspecified) | 0 | 3 | 4 | x | 1 | -5 | x
Cc1ccc(S(=O)(=O)Nc2ccc3c(c2)CC(=O)N([C@H](C)CO)C[C@@H](C)[C@@H](CN(C)S(=O)(=O)c2cn(C)cn2)O3)cc1 | -1 | -2 | 4 | 3[16.7 µM] | 9 | -5 | -2
C=CCn1c(O)c(N=Nc2ccccc2)c2ccccc21 | -22 | 14 | 5 | 7 | 1 | 5 | 9
CC(C)CCOc1cccc(C2c3c(oc4ccccc4c3=O)C(=O)N2CCCN2CCOCC2)c1 (stereo unspecified) | x | 3 | 5 | -7 | 1 | 4 | -1
CN(/N=C/c1ccc(C(C)(C)C)cc1)C1=NCCN1 | -3 | x | 3 | x | x | x | 8
Cc1ccc(CN2C(=O)CCC2C(=O)NCCCN2CCC(C)CC2)cc1 (stereo unspecified) | x | 7 | x | -2 | x | -1 | 23
COc1ccc(S(=O)(=O)Nc2ccc3c(c2)CC(=O)N([C@@H](C)CO)C[C@H](C)[C@@H](CN(C)Cc2ccccc2)O3)cc1 | 6 | u | 1 | 3[16.7 µM] | 48 | 14 | 6
CN1CCN(C(=S)NC(=O)c2cccc([N+](=O)[O-])c2)CC1 | -1 | x | 2 | -7 | 8 | x | 8
